Screening results as filed in PubChem.
Lipid storage S3 = qHTS Assay for Lipid Storage Modulators in Drosophila S3 Cells; 0.64% of 320,000 active; Drosophila S3 cells, BODIPY lipid droplet fluorescence, 18-24 h; cells fed with added oleic acid; lipid storage change, negative = inhibition, % at the top dose, mostly 46.1 µM; hits show Potency in µM; AID 2685; active = well fitted inhibition curve with a large enough effect in the signal ratio, with a control signal flat, not every such curve was filed as active; inconclusive = small, poorly fitted or top-dose-only effect, or effect the other way, or a change in a side signal; the % refers to the signal ratio
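Drosophila S3 cells loaded with oleic acid (400 uM, as added) and compounds at several concentrations; lipid droplets imaged by 488-nm laser-scanning cytometry, 500–530 nm intensity and object ratio to cell channel. Percent activity normalized to 20 uM Triacsin C.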
Lipid storage S3 cell count max = also measured in Lipid storage S3; calls as there; cell number change, %; measured here: cell count max response;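 cells counted by Cell Tracker Red CMTPX staining in the red channel; peak over a dose series mostly up to 46.1 µM; percent activity relative to internal control wells on each plate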
* marks the source's active call; other numbers are inactive results; i = inactive; ? = inconclusive; . = no result given. % is set by controls: 0 for no effect and ±100 for the full control effect; potency is the fitted concentration of half-maximal effect. These rows are one share of the data; count on the stated rates, not on these rows.

SMILES | Lipid storage S3 | Lipid storage S3 cell count max
O=C(Cn1nnc(-c2ccccc2F)n1)OCC(=O)c1ccccc1 | 13% | -9
NC(=O)CSc1nc2ccccc2n1Cc1ccccc1F | ? | .
Cc1cccc(C)c1OC(=O)CN1C(=O)c2ccccc2C1=O | ? | .
CC1CCCN(CC(O)COc2ccc(S(=O)(=O)N3CCCC3)cc2[N+](=O)[O-])C1 (stereo not given) | ? | .
CS(=O)(=O)Nc1ccccc1C(=O)OCC(=O)NC1CC1 | -5% | 8
CCN1/C(=C\c2ccc3cc(C)ccc3[n+]2CC)Sc2cc(C)c(C)cc21 | ? | .
COc1cc(OC)c(CN2CCN(c3ccc(F)cc3)CC2)cc1Br | ? | .
Cc1ccc(C)c(OCC(=O)N(Cc2nnc(-c3ccccc3Cl)o2)C2CC2)c1 | i | .
Cc1c(C(C)(C)O)[nH]c2ccc(C#N)cc12 | ? | .
CC1CCN(C(=O)CCc2nnc3ccc(NCc4ccco4)nn23)CC1 | ? | .
O=C(COc1cc(F)ccc1[N+](=O)[O-])Nc1cc(S(=O)(=O)N2CCCC2)ccc1Cl | ? | .
CCCNC(=O)c1ccc2c(=O)c(O)c(-c3ccc(OC)cc3)[nH]c2c1 | 8% | 13
N=c1n(N)c2ccccc2n1CC(=O)c1ccc(Br)cc1 | -16% | .
O=C(c1cccc(F)c1)N1CCC(N2CCCCCC2)CC1 | ? | .
COc1ccc(OCC(=O)Nc2ccc(NC(=O)c3ccco3)cc2)cc1 | i | 4
C/C(=N\NC(=O)c1nnn(-c2nonc2N)c1CN(C)c1ccccc1)c1cccnc1 | ? | .
CCOc1ccccc1N1CN(CC)CNC1=S | -11% | -14
CCCC/C(O)=C1\C(=O)CC(C)(C)CC1=NCCCCCC(=O)O | ? | .
Cc1ccc(C(=O)Nc2ccc(C(=O)NCC3CCCO3)cc2)cc1 (stereo not given) | -10% | 0
Cc1cc2ccccc2n1CCNC(=O)C1CCCC1 | ? | .
O=C(CN(C(=O)CNC(=O)c1cccs1)c1cccc(F)c1)NC1CCCCC1 | ? | .
O=C(COC(=O)C1CCN(c2ccc(C(F)(F)F)cn2)CC1)Nc1ncc(Cl)cc1Cl | ? | .
CCOC(=O)C1=C(C)OC(N)=C(C#N)C1c1ccc(C)o1 (stereo not given) | ? | .
O=C(COc1ccc2ccccc2c1)N1CCCC1 | i | .
NS(=O)(=O)c1cccc(NC(=O)Cc2ccc(Cl)c(Cl)c2)c1 | ? | .

Arranged by SMILES length (descending): part of the list above
SMILES | Lipid storage S3 | Lipid storage S3 cell count max
CC1CCN(C(=O)CCc2nnc3ccc(NCc4ccco4)nn23)CC1 | ? | .
Cc1cccc(C)c1OC(=O)CN1C(=O)c2ccccc2C1=O | ? | .
Cc1cc2ccccc2n1CCNC(=O)C1CCCC1 | ? | .

The listing picks up; the 7 compounds before the break are reprinted first.
SMILES | Lipid storage S3 | Lipid storage S3 cell count max
Cc1ccc(C(=O)Nc2ccc(C(=O)NCC3CCCO3)cc2)cc1 (stereo not given) | -10% | 0
Cc1cc2ccccc2n1CCNC(=O)C1CCCC1 | ? | .
O=C(CN(C(=O)CNC(=O)c1cccs1)c1cccc(F)c1)NC1CCCCC1 | ? | .
O=C(COC(=O)C1CCN(c2ccc(C(F)(F)F)cn2)CC1)Nc1ncc(Cl)cc1Cl | ? | .
CCOC(=O)C1=C(C)OC(N)=C(C#N)C1c1ccc(C)o1 (stereo not given) | ? | .
O=C(COc1ccc2ccccc2c1)N1CCCC1 | i | .
NS(=O)(=O)c1cccc(NC(=O)Cc2ccc(Cl)c(Cl)c2)c1 | ? | .
CCOC(=O)/C(=C/c1c(C)n(C)c2ccc([N+](=O)[O-])cc12)C(C)=O | ? | .
Cc1ccc(C(=O)Oc2cc(-c3ccccc3)no2)cc1 | ? | .
NC(=O)c1c(N)sc(=S)n1-c1ccccc1 | -11% | -4
CC(=O)N1CCN(c2ccc(NC(=O)c3ccc(Cl)cc3)cc2)CC1 | ? | .
O=C(Nc1ccc2c(c1)OCO2)C1CCCN(S(=O)(=O)Cc2ccccc2)C1 (stereo not given) | ? | .
CCOc1cccc(-c2c(C(=O)N/N=C(\C)c3cccnc3)nnn2-c2nonc2N)c1 | ? | .
Cc1ccccc1C#N | ? | .
COc1ccc(NC(=O)CN(c2ccc(F)cc2)S(=O)(=O)c2ccccc2)c(OC)c1 | ? | .
N#Cc1c(-c2ccccc2)[nH]c(=S)[nH]c1=O | ? | .
Cc1ccc(C)c(SCc2noc(C(=O)NC(C)C)c2C(=O)O)c1 | 1% | 9
CC(C)Oc1ccc(N2C(=O)c3ccccc3C2=O)cc1 | ? | .
O=C(O)c1cnn2c(-c3ccccc3)ccnc12 | 14% | -7
O=C1C2C3c4ccccc4C(c4ccccc43)C2C(=O)N1/N=C/c1cccc(O)c1 (stereo not given) | 4% | 9
O=C(COC(=O)c1ccccn1)Nc1nc(-c2cccc([N+](=O)[O-])c2)cs1 | 1% | 5
COC(=O)c1c(NC(=O)Cn2cc([N+](=O)[O-])cn2)sc2c1CCC2 | 1% | 4
Cc1cccc(NC(=O)c2ccc3c(=O)n(CC4CCCO4)c(=S)[nH]c3c2)c1 (stereo not given) | 2.9µM* | 0.9*
O=C(Cc1cccs1)Nc1ccc([N+](=O)[O-])cc1 | ? | .
Cc1nn(-c2ccccc2)c(C)c1/C=C/C(=O)OCC(=O)N(C)C1CCS(=O)(=O)C1 (stereo not given) | ? | .
C=CCOc1ccc(/C=C2\SC(=S)N(NS(=O)(=O)c3ccc(C)cc3)C2=O)cc1 | ? | .
Cc1c2c(nc3nnnn13)CCCC2 | ? | .
CCSc1nnc(NC(=O)CSc2nnc(-c3c[nH]c4ccccc34)n2C)s1 | 2.1µM* | -1.8*
C/C(=N\OCc1ccccc1)c1c(O)cc(C(C)C)n(-c2ccccc2)c1=O | -4% | 21
CCCCCN(C(=O)CCC(=O)OCc1cccc(C(F)(F)F)c1)c1c(N)n(CCCC)c(=O)[nH]c1=O | -6% | 12
C=C(C)CSCc1nc2ccccc2[nH]1 | ? | .
O=C(CSc1nncs1)Nc1ccc(S(=O)(=O)N2CCCC2)cc1 | ? | .
New compounds follow
SMILES | Lipid storage S3 | Lipid storage S3 cell count max
Cc1nc2ccccc2n1CCC(=O)Nc1cccc(F)c1 | ? | .
O=C(NC(NCc1cccnc1)C(Cl)(Cl)Cl)c1cccc2ccccc12 (stereo not given) | -9% | -4
C#CCOCCOCCOCCNc1nc(N2CCN(C(=O)CCCCCCCCCCNC(=O)Cn3cc(CCCCCN)nn3)CC2)nc(N2CCN(C(=O)CCCCCCCCCCNC(=O)[C@H](CO)n3cc(CCCSC)nn3)CC2)n1 | ? | .
Cc1cccc(C(=O)Nc2ccc3c(c2)C(=O)N(CC(C)C)C3=O)c1 | i | .
Cc1occc1-c1nnc(SCC(=O)NC2CC2)n1C(C)C | ? | .
N#Cc1cc2cc3c(cc2nc1N1CCOCC1)OCO3 | 12% | -13
Cc1ccc2c(Cl)cc(Cl)c(OCC(=O)Nc3cccc(S(N)(=O)=O)c3)c2n1 | 3% | -13
O=C(COC(=O)CNC(=O)c1ccccc1)NCCc1ccccc1 | ? | .
N#C/C(=C\c1cccs1)C(=O)NCC1CCCO1 (stereo not given) | 25% | -6
COC(=O)c1c(NC(=O)C2=COCCO2)sc(C)c1C | ? | .
CC(=O)N1CCC(C(=O)Nc2ccccc2)(N(Cc2ccccc2)C(=O)c2cccnc2)CC1 | ? | .
CCOCCCNc1nc(C)nc2c1nnn2Cc1c(F)cccc1Cl | 11% | 24
COC(=O)c1sccc1NC(=O)Nc1ccccc1F | 6% | -15
COc1ccc(Cn2c(N)c(S(=O)(=O)c3cccs3)c3nc4ccccc4nc32)cc1 | 11% | -10
CC(C)(C)c1ccccc1NC(=O)N1CCNC(=O)C1CC(=O)Nc1ccc(F)cc1 (stereo not given) | ? | .
Nc1nccnc1C(=O)OCC(=O)NC1CCCc2ccccc21 (stereo not given) | -1% | 8
CCOC(=O)CC1C(=O)NCCN1S(=O)(=O)c1ccccc1Cl (stereo not given) | -1% | -11
COc1ccc(OC)c(CCNC(=O)C(=O)Nc2ccc3nc4n(c(=O)c3c2)CCCCC4)c1 | ? | .
Cn1c(C2CCCCC2)nc2ccccc21 | 5% | -8
N#C/C(=C/c1ccc(Sc2nc3ccccc3[nH]2)o1)c1cccc(F)c1 | -26% | 2
CC(C)CN(C(=O)COC(=O)CSc1ccc([N+](=O)[O-])cc1)C1CCS(=O)(=O)C1 (stereo not given) | ? | .
O=C(Nc1cccc(S(=O)(=O)N2CCCC2)c1)C1CCCN1C(=O)c1cccs1 (stereo not given) | -9% | -9
C#CCOc1ccc(Br)cc1C(c1c(C)[nH][nH]c1=O)c1c(C)[nH][nH]c1=O | ? | .
Cc1nc2c3ccccc3nc(NNC(=O)CCC(=O)NC3CCCC3)n2n1 | -17% | -1
O=c1[nH]c(SCc2ccc(Cl)cc2)nc2[nH]ncc12 | ? | .

Fetched by structure from above:
SMILES | Lipid storage S3 | Lipid storage S3 cell count max
NC(=O)CSc1nc2ccccc2n1Cc1ccccc1F | ? | .
CC1CCCN(CC(O)COc2ccc(S(=O)(=O)N3CCCC3)cc2[N+](=O)[O-])C1 (stereo not given) | ? | .
C/C(=N\NC(=O)c1nnn(-c2nonc2N)c1CN(C)c1ccccc1)c1cccnc1 | ? | .

Going on with the list:
SMILES | Lipid storage S3 | Lipid storage S3 cell count max
Cc1ccccc1/C=C1\C(=O)Nc2ccc(F)cc21 | ? | .
O=C(/C=C/c1ccnc2ccccc12)c1cccs1 | ? | .
CCOC(=O)N1CCN(C(=O)c2ccc(CNS(=O)(=O)c3ccc(C)cc3)cc2)CC1 | -9% | 14
Cc1ccc(-c2cc(C(=O)O)n[nH]2)s1 | ? | .
O=C(NCCc1ccccc1Cl)C1CCC(=O)N(Cc2cccc(C(F)(F)F)c2)C1 (stereo not given) | ? | .
O=C(OCn1nnc2ccccc2c1=O)c1ccc2ncsc2c1 | 26% | 3
N#CC(C(=O)c1ccc(S(=O)(=O)N2CCCCCC2)cc1)c1nc2ccccc2[nH]1 (stereo not given) | ? | .
CS(=O)(=O)N(CCc1ccccc1)CC(=O)NCc1ccccn1 | -1% | -2
CCOc1ccccc1-n1c(SCC(=O)NC2CCCC2)nnc1-c1ccoc1C | ? | .
Cc1cccc(C)c1N1CCN(c2cc(Cl)nc(N)n2)CC1 | ? | .
Cc1cc(N)c(C)c([N+](=O)[O-])c1C | 4% | -10
O=C(C1CC(=O)N(C2CCCC2)C1)N1CCN(c2cccc(C(F)(F)F)c2)CC1 (stereo not given) | ? | .
Cc1[nH]c2ccccc2c1C(=O)C(=O)N1CCOCC1 | ? | .
CC12C(=O)N(c3cccc(OC(=O)c4ccco4)c3)C(=O)C1C1c3ccccc3C2c2ccccc21 (stereo not given) | ? | .
O=C(NC(=S)N1CCCCCC1)c1ccccc1 | 14% | -14
O=C(c1ccco1)N1CCN(CC(=O)N2CCCc3c2c(=O)oc2ccc(O)cc32)CC1 | ? | .
CCc1cc2ccc(OC)cc2nc1SCC(=O)N1CCN(C(=O)c2ccco2)CC1 | 2% | 0
COc1ccc(CNS(=O)(=O)c2ccc(-n3cccn3)cc2)cc1 | 6% | 14
C/C(=N/NC(=S)Nc1cccc(C)c1)c1cccc([N+](=O)[O-])c1 | -11% | 10
Cc1ccc(S(=O)(=O)NCCC(=O)NCc2ccc(Cl)cc2)cc1C | ? | .
Nc1[nH]nc2nc(N3CCCC3)nc(-c3ccccc3)c12 | 9% | -5
COc1ccc(CCNC(=S)NNC(=O)c2c(Br)c(C)nn2C)cc1OC | ? | .
Cc1c(/C=N/NC(=O)c2cc(=O)[nH]c(=O)[nH]2)c2ccccn2c1C(=O)c1ccccc1 | 8% | 4
Cc1cc(S(=O)(=O)N2CCCOC2CNC(=O)C(=O)NCc2ccco2)ccc1F (stereo not given) | 9% | 8
COc1ccc(Cc2nnc(SCC(=O)NC3CCCC3)o2)cc1 | 2% | 6
Following part:
SMILES | Lipid storage S3 | Lipid storage S3 cell count max
COc1cc(-c2ccccc2)nc2ccccc12 | ? | .
Cc1nn(-c2nc3ccccc3s2)c(N)c1Sc1ccc(F)cc1 | 9% | -24
O=C(NCCCN1CCCC1=O)Nc1ccc(Br)cc1Cl | 20% | 11
COC(=O)c1cccc(NC(=O)NC(=O)c2ccc(Cl)cc2)c1 | 11% | -7
COC(=O)c1ccc(C2NCCc3cc(OC)c(OC)cc32)cc1 (stereo not given) | ? | .
COc1ccc(NC(=O)C2=CC(c3ccco3)=NS(=O)(=O)N2C)cc1OC | ? | .
Cc1ccc(Cl)cc1N1CCN(C(=O)Cc2c(C(=O)O)[nH]c3ccc(Cl)cc23)CC1 | ? | .
CCOC(=O)N1CCC(N2CCN(S(=O)(=O)c3ccc(OC)cc3)CC2)CC1 | ? | .
CCOC(=O)CN1C(=O)C(CC)Oc2ccccc21 (stereo not given) | 19% | 3
CC1(C)CC(=O)C2=C(C1)OC(N)=C(C#N)C2c1ccoc1 (stereo not given) | ? | .
Cc1cc(C)cc(NC(=O)c2oc3ccccc3c2COc2ccccc2)c1 | ? | .
COc1ccc(NC(=O)c2c(C)cc(=O)oc2C)c(OC)c1 | ? | .
COc1ccc(-c2cc(C(=O)N(C)CCc3ccc(OC)c(OC)c3)c3ccccc3n2)cc1 | ? | .
COc1ccc(/C=C2/SC(=S)N(CCCC(=O)Nc3ccc(O)cc3)C2=O)cc1OC | -23% | 4
CN=C(C)/C(C(=O)OC)=C(/O)c1ccc(Cl)cc1Cl | -19% | 9
COc1cc(CO)ccc1Oc1nnnn1-c1ccc(C(N)=O)cc1 | ? | .
COc1cc(C(=O)O/N=C2/C=C(C)C(=O)C=C2C)cc(OC)c1OC | ? | .
Cc1cc(NC(=O)c2cnn3cccnc23)nn1CC(=O)Nc1cccnc1 | i | -5
